Screening data as filed in PubChem BioAssay.
Rac1 GTP hydrolysis: MgcRacGAP GTPase-activating activity inhibitors, confirmation, biochemical, ADP Hunter fluorescence | inhibition, % at 30 µM, or IC50 in µM where a hit was titrated | MgcRacGAP-stimulated Rac1 GTP hydrolysis, ADP Hunter fluorescence; higher % means a stronger effect; GST-tagged Rac1 F28L mutant substrate | 340,000 compounds, 0.6% hits;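 active = first-screen hits whose inhibition reached a set limit at any dose in the follow-up dose series; inconclusive = inhibition above the set first-screen limit but never retested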;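 note: fluorescence reports GDP produced by GAP-driven GTP hydrolysis; strong numbers were not always called active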
Large T inhibition: SV40 large T antigen inhibitors, biochemical (AID 1903) | SV40 large T antigen ATPase/helicase inhibition assay; higher % means a stronger effect | 310,000 compounds, 0.39% hits | one-dose inhibition, % at 20 µM; IC50 in µM for titrated hits; in the data active = a potency from the dose series; inconclusive = inhibition mostly from about 32% at the one dose, without a potency; inactive = the rest, 99 in 100 with inhibition below about 32%; note: strong numbers were not always called active
TNAP activators: human TNAP enzyme activators, primary screen, biochemical, luminescent, no phosphate acceptor, uHTS (AID 1001). purified TNAP, luminescent activation assay, no phosphate acceptor; higher activation fold means a stronger effect. one-dose activation fold at 20 µM; EC50 in µM for titrated hits. 200,000 compounds, 0.03% hits; in the data active = activation fold from about 3, or a potency from the dose series; inactive = the rest, 99 in 100 with activation fold below about 1.6; note: many of its hits are not listed in these tables
T cell HTS: modulates CD8 T cell binding to vesicles; calls only at 7 µM; 2C CD8+ T cell-vesicle binding, flow cytometry; stronger effect = lower value; 330,000 compounds, 0.068% hits;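 active = response, share of CD8 T cells binding vesicles, and their 90th percentile fluorescence all below set limits, cut at about 80% in these data, passing the limit was not always enough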
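material = purified 2C TCR transgenic mouse naive CD8+ T cells | controls = Unloaded micro-vesicles (low), QL9 vesicles with 0.7% DMSO (high) | detection = cytometric PE anti-B7-1 and Alexa647 anti-CD8 signals after 1% paraformaldehyde fixation | incubation = binding step 1.5 h, 37 °C, antibody labelling 20 min, ice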
NTR1 ag: NTR1-driven beta-arrestin-GFP spot formation – imaging, U2OS cells, high content, primary screen (AID 493036) | activation, % at 20 µM | P30989 | 330,000 compounds, 0.17% hits | agonist mode;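 active = activation at or above 40% of the spot to cytoplasm intensity ratio, with at least 20 cells analyzed; inconclusive = wells under 20 cells, flagged as cytotoxic or low count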;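 note: 0% = DMSO without peptide and 100% = 100 nM NTR1 peptide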
Target sequence (P30989 whole entry, looked up): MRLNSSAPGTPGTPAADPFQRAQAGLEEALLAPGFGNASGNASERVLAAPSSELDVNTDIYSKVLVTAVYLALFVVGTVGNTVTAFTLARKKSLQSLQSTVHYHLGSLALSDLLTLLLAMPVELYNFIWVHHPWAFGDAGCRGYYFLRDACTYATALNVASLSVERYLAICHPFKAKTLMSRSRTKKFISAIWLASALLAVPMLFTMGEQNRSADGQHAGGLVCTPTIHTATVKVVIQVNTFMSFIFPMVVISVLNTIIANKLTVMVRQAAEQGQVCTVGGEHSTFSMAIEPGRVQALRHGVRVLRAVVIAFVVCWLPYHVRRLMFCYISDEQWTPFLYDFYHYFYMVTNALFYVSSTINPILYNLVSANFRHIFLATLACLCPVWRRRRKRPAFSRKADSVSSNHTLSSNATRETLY
Myeloid diff MLP: promotes myeloid progenitor differentiation; ER-HoxA9 myeloid progenitors, lysozyme-GFP differentiation, flow cytometry; calls only at 10 µM; 360,000 compounds, 1% hits; AID 624256;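 active = normalized GFP-positive differentiation at or above the plate's own cutoff, the solvent-only control mean plus 3 SD; inconclusive = no clear call, values can overlap the other calls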;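 note: cells exposed to compound for four days before flow analysis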
RSV CPE inhibition: RSV antiviral activity via CPE protection, HEp-2 cells, primary 10 µM value included (AID 2391); HEp-2 cells, RSV-induced CPE inhibition; higher % means a stronger effect; CPE inhibition, % at 10 µM, or IC50 in µM where a hit was titrated; 310,000 compounds, 0.13% hits; in the data active = a potency from the dose series; inconclusive = CPE inhibition mostly from about 23% at the one dose, without a potency; inactive = the rest, 99 in 100 with CPE inhibition below about 21%; note: strong numbers were not always called active
PhoP inhibition: PhoP-dependent GFP reporter repression – Salmonella Typhimurium, primary screen (AID 1863) | S. Typhimurium PhoP-regulated promoter GFP reporter, 4 h; higher % means a stronger effect | one-dose inhibition, % at 50 µM; IC50 in µM for titrated hits | 300,000 compounds, 0.16% hits;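 active = inhibition over 29.93%, a cutoff 3 SD above the screen mean, later confirmed by dose response; inconclusive = inhibition over 29.93% but no dose response follow-up; inactive = inhibition at most 29.93% or unconfirmed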;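 note: 0% = low Mg2+ inducing control and 100% = high Mg2+ repressing control; strong numbers were not always called active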
K1F lysis inhibition: protection from phage-mediated lysis, alamar blue read-out – E. coli UTI89, K1F phage, bacterial capsule biogenesis inhibitors (AID 488966); E. coli UTI89 K1F phage lysis, alamar blue, 2 h; higher % means a stronger effect; one-dose inhibition, % at 100 µM; IC50 in µM for titrated hits; 340,000 compounds, 0.02% hits;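 active = phage lysis inhibition, versus mean bacterial control, above a set limit; inconclusive = no clear call, values can overlap the other calls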;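 note: capsule biogenesis inhibitors block K1F phage lysis so surviving cells raise fluorescence; higher fluorescence means more inhibition of phage lysis; actives were called in the ten point dose series up to 300 µM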
T cell HTS vesicle-bound %: further read-out of T cell HTS, marked with its call; double positive events, %; measured here: CD8+ vesicle-bound cell fraction;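 binding gate set so that unloaded-vesicle control wells show 10% double positive cells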
NTR1 ag cell count 20 µM: also measured in NTR1 ag; calls as there; cell count; measured here: cell count, cytotoxicity flag
Myeloid diff MLP GFP+ MAC1+ %: further read-out of Myeloid diff MLP, marked with its call; GFP+ MAC1+ double positive, %; measured here: differentiation confirmed by MAC1 staining
* hit, by the source's call; i = inactive; ? = inconclusive; . = no result given; + = active, no number; [ ] = remark or other dose. No enrichment for hits; about 2.3% have a hit in one of these screens.

SMILES	Rac1 GTP hydrolysis	Large T inhibition	TNAP activators	T cell HTS	T cell HTS vesicle-bound %	NTR1 ag	NTR1 ag cell count 20 µM	Myeloid diff MLP	Myeloid diff MLP GFP+ MAC1+ %	RSV CPE inhibition	PhoP inhibition	K1F lysis inhibition
Cc1ccc(CCNC(=O)C2CCN(S(=O)(=O)c3ccc4nc5c(c(C(=O)O)c4c3)CCCC5)CC2)cc1	-5%	15%	.	i	4	-0.1	64	i	3.9	6.7%	-11%	0.1%
Cc1nc(NCCc2ccc(F)cc2)c2nnn(Cc3ccccc3)c2n1	12%	0%	.	i	50	-0.9	48	i	0.3	1.1%	5%	0.2%
COC(=O)c1cc(C(=O)OCC(=O)Nc2ccc(N3CCOCC3)cc2)cc([N+](=O)[O-])c1	4%	.	.	i	41	0.9	73	i	0.7	.	.	0.8%[50 µM]
O=C(O)CCC(=O)N1N=C(c2ccc(Br)cc2)CC1c1ccc(Br)cc1 (stereo not given)	12%	4%	.	i	46	2.0	55	i	0.6	3.6%	8%	-0.3%
O=C(/C=C/c1cccc(F)c1)OCC(=O)N1CCCC1	1%	.	.	i	37	1.8	44	i	0.8	.	.	2.6%
COC(=O)CSc1ccc2nnc(CCNS(=O)(=O)c3ccccc3)n2n1	2%	9%	1	i	6	3.6	34	i	0.1	2.3%	-3%	0.5%
CCOc1cc2[nH]c(=S)n(CCCC(=O)NCc3ccccn3)c(=O)c2cc1OCC	8%	3%	.	i	8	0.2	72	i	1.5	0.4%	1%	0.3%
COC(=O)[C@]1(Cc2ccccc2)N[C@H](CN(C)S(=O)(=O)c2ccc(C)cc2)[C@@H]2C(=O)N(Cc3ccccc3)C(=O)[C@@H]21	-1%	.	.	i	6	-0.1	49	i	2.5	.	.	0.3%
CCOc1ccc(S(=O)(=O)N2CCN(Cc3ccc4c(c3)OCO4)CC2)cc1Cl	8%	10%	.	i	15	1.2	56	i	2.1	1.1%	-2%	0.7%
O=[N+]([O-])c1ccc(N2CCN(c3ccccc3Cl)CC2)cn1	5%	3%	.	i	42	0.6	41	i	0.0	-1.4%	6%	0.1%
CCNC(=S)NNC(=O)CSc1nc2ccccc2n1C	14%	11%	.	i	35	3.5	44	i	0.6	2.1%	-9%	-0.4%
COc1ccc(OC)c(NC(=O)CSc2n[nH]c(-c3cccnc3)n2)c1	5%	12%	.	i	20	0.0	57	i	0.2	3.4%	2%	0.1%
COc1ccc(S(=O)(=O)N2CCCCC2)cc1NC(=O)c1ccc(C)cc1	1%	.	.	i	48	-2.0	64	i	0.8	.	.	0.7%[50 µM]
CCS(=O)(=O)Nc1ccc(C2=NN(S(C)(=O)=O)C(c3cccs3)C2)cc1 (stereo not given)	3%	4%	1.2	i	46	1.8	53	i	0.4	-1.0%	-5%	0.1%
N#Cc1c(C(F)(F)F)cc(-c2ccccc2)nc1SCC(=O)Nc1sc2c(c1C#N)CCC2	8%	20%	1	i	41	-7.1	90	i	4.1	3.5%	-14%	-0.8%
Cc1cc(C)nc(NC(=NCCc2c[nH]c3ccccc23)NC(=O)Nc2ccc(Cl)c(Cl)c2)n1	7%	2%	1.1	i	24	4.4	50	i	0.2	?	7%	-0.8%
Nc1cc(=O)[nH]c(=O)n1Cc1ccco1	4%	2%	1.1	i	25	-1.1	99	i	1.3	0.4%	8%	0.3%
O=C(CNC(=O)c1cccs1)NC1=NCCS1	5%	-1%	1.1	i	4	-1.6	29	i	5.3	0.3%	1%	4.0%
CCOC(=O)N1CCN(Cc2nc3c(c(=O)n(C)c(=O)n3C)n2Cc2ccccc2C)CC1	7%	4%	1.1	i	46	1.2	89	i	0.7	1.6%	0%	0.0%
CN1C(=O)CC(N2CCN(C(c3ccccc3)c3ccccc3)CC2)C1=O (stereo not given)	5%	-1%	1.1	i	34	3.1	70	i	0.3	-0.1%	-5%	-0.4%
CCOc1ccc(NC(=O)CNC(=O)c2nn(-c3ccc(OC)cc3)c(=O)c3ccccc23)cc1	8%	1%	.	i	58	1.6	42	i	0.5	11%	-3%	0.2%
Cc1cc(N2C(=O)C3C4C=CC(C4)C3C2=O)ccc1Br (stereo not given)	-4%	-1%	1.2	i	55	-0.7	83	i	0.3	0.9%	-8%	-0.5%
COCCNc1nc2nonc2nc1N1CCCC1c1nccs1 (stereo not given)	4%	6%	1.2	i	9	-1.1	57	i	0.7	2.3%	-1%	-0.1%
Cc1ccc(S(=O)(=O)N2CCN(CC(=O)N/N=C/c3ccc(C)o3)CC2)cc1	0%	11%	1	i	44	-0.1	34	i	0.0	1.7%	-15%	2.0%
Cc1cccc(OCC(=O)NNC(=O)c2ccc([N+](=O)[O-])cc2)c1	0%	6%	1.4	i	27	0.3	31	i	0.4	0.2%	3%	0.0%
CC(C)(C)SC(=O)C[C@@H]1NS(=O)(=O)OC2CCCCC21 (stereo not given in full)	9%	-1%	.	i	50	-3.2	90	i	2.1	-0.9%	9%	-1.0%
O=C(NCC1CCCO1)C(=O)NCC1CCCN1S(=O)(=O)c1ccccc1 (stereo not given)	2%	5%	.	i	35	0.1	71	i	0.8	-0.3%	-4%	0.2%[50 µM]
Cc1ccc(C(C)NC(=O)Cn2nc(C)c([N+](=O)[O-])c2C)cc1 (stereo not given)	9%	-4%	1.1	i	32	3.1	54	i	0.4	0.5%	-9%	-0.2%
COc1ccccc1C(C)NS(=O)(=O)c1ccc(Cl)nc1 (stereo not given)	-1%	16%	.	i	40	0.8	42	i	1.1	-0.1%	-8%	1.2%[50 µM]
COC(=O)N1C(=O)[C@](c2ccc(Cl)cc2)(C(C)C)N1C(=O)OC	10%	33%	.	i	49	13	62	i	0.8	2.8%	-4%	0.3%
Cc1ccc2oc(-c3ccc(C)c(NC(=O)Cc4cccs4)c3)nc2c1	12%	4%	1.1	i	40	0.1	34	.	.	-0.5%	-2%	0.0%
O=C(c1ccc(NS(=O)(=O)c2cccc([N+](=O)[O-])c2)cc1)N1CCCCCC1	2%	13%	.	i	32	0.2	73	i	1.1	9.0%	-1%	-0.2%[50 µM]
Cc1ccc(CNC(=O)C2CC(=O)N(C3CCCCCC3)C2)cc1 (stereo not given)	9%	1%	1.1	i	61	3.4	57	i	0.4	-0.2%	-2%	0.1%
CSc1nc(C)c(CCOC(=O)c2ccccc2)c(=O)[nH]1	-7%	4%	1.1	i	28	-0.9	72	i	1.8	3.5%	-17%	-0.9%
Cc1nn(-c2cc(N3CCCCC3)ccc2N)c(=O)c2ccccc12	12%	29%	1	i	30	-0.6	84	i	0.9	.	5%	3.9%
CCc1cccc(NC(=O)CCNS(=O)(=O)c2cc(Br)cnc2N)c1	12%	4%	.	i	40	1.5	61	i	0.6	3.2%	12%	0.2%
Cc1cc(OCCCCN2C(=O)NC(C)(C)C2=O)cc(C)c1Cl	0%	13%	1	i	25	5.0	76	i	0.6	9.1%	-9%	-0.8%
O=C(Cc1ccc([N+](=O)[O-])cc1)NC(C(=O)O)C(O)c1cccc([N+](=O)[O-])c1 (stereo not given)	12%	6%	.	i	50	-0.7	64	i	0.4	2.6%	-2%	0.5%
C=CCOC(=O)/C(=C\c1ccccc1)NC(=O)c1ccco1	2%	5%	1.1	i	50	1.1	55	i	0.5	0.4%	6%	2.8%
COC(=O)c1ccc(CO/N=C/c2ccccc2OC)cc1	-3%	5%	.	i	28	1.3	94	i	0.7	2.6%	-6%	-0.1%
Cc1[nH]c(C)c(S(=O)(=O)NCc2ccc(F)cc2)c1C(=O)N1CCCCC1	6%	14%	.	i	12	-0.8	71	i	1.7	0.3%	-8%	-6.5%
Cc1nn(-c2ccc(C(=O)O)cc2)c(C)c1Cl	-11%	22%	1	i	63	-1.3	48	i	0.0	0.8%	-14%	0.1%
O=C(CCC1CCCC1)Nc1nnc(-c2ccc3c(c2)OCO3)s1	5%	1%	1.2	i	47	-0.5	42	i	0.8	4.3%	17%	1.6%
O=C1C=C(N2CCOCC2)c2ccccc2C1=O	15%	-9%	.	i	49	-1.5	56	?	.	-2.9%	51µM*	0.1%
Cc1cc(C)n(CC(C)NCc2cn[nH]c2-c2ccc(C)c(C)c2)n1 (stereo not given)	4%	5%	1	i	28	-1.1	53	+	20*	-1.3%	-2%	0.3%
CC(CNC(=O)CN1C(=O)CCSc2ccccc21)c1ccccc1 (stereo not given)	7%	3%	.	i	46	0.0	55	i	1.0	1.3%	5%	0.2%
Cc1cc(=O)[nH]c(SCC(=O)c2ccccc2)c1C#N	17%	10%	1.1	i	30	1.5	48	.	.	-3.1%	3%	0.0%
O=c1c2ccccc2ncn1Cc1nc2ccccc2s1	10%	1%	1.1	i	4	1.0	34	i	1.0	2.8%	8%	-0.3%
CCOC(=O)CC1C(=O)NCCN1c1nc2ccc(C)cn2c(=O)c1/C=C1\SC(=S)N(C(C)CC)C1=O (stereo not given)	.	1%	.	i	24	-1.8	41	.	.	70%	-38%	.
O=C(CSc1nc2[nH]ncc2c(=O)n1-c1ccc(Cl)c(Cl)c1)NCc1ccccc1Cl	5%	6%	1.1	i	12	6.0	39	i	0.9	11%	-11%	-0.4%
COc1cc(C(=S)N(C)C)ccc1O	27%	30%	1.1	i	35	0.1	49	i	0.2	0.7%	11%	0.6%
COCCn1cc(C(=O)N2CCCC(C)C2)c2c3ccccc3n(C)c2c1=O (stereo not given)	7%	12%	1	i	41	1.1	59	i	5.2	1.1%	1%	-1.5%
